Screening data as filed in PubChem.
NSD2 inh: blocks human histone methyltransferase NSD2. 310,000 compounds, 0.54% hits. AID 743445. NSD2 peptide methylation, AlphaScreen, 120 min. O96028. inhibition, % at 12.5 µM; in the data active means inhibition above about 50%
PKA-R1A act: activators of PKA-R1A complex; PKA-R1A dissociation, Cy5-IP20 fluorescence polarization; scaled: DMSO 0%, 113 µM cGMP 100%; activation, % at 11.4 µM; AID 504707; P00514+P68181; 340,000 compounds, 0.083% hits;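 active means percent activation above the mean of all tested compounds plus 3 SD, cut at about 19% in these data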;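 further: higher means more PKAc released from R1A so a rise in polarization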
PKA-R2B act: PKA-R2B complex activation; 340,000 compounds, 0.079% hits; activation, % at 11.4 µM; PKA-R2B holoenzyme dissociation, Cy5-IP20 fluorescence polarization; R2B truncated from residue 108, S112A mutant; 0% DMSO only, 100% 113 µM cGMP; P22694+P31323;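 active means activation above a cutoff set at the mean over all compounds plus 3 SD, cut at about 18% in these data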;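 further: higher means more holoenzyme dissociation and a rise in polarization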
Target sequence (P31323 whole entry, looked up, other chains not shown, the tested form may be a part): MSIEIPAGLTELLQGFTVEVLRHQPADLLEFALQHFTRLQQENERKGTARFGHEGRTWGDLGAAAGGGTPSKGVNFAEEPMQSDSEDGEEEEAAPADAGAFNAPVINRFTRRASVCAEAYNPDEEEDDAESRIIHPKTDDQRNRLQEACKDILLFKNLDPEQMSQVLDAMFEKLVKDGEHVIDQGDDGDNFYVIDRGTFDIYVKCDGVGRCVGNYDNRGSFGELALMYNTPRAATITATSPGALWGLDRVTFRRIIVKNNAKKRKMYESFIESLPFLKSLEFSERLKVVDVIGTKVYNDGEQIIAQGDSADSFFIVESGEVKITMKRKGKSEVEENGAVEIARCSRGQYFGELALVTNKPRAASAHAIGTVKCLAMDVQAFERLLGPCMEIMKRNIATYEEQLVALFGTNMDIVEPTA
CDK5 inh: inhibitors of human CDK5/p35 kinase. Recombinant CDK5/p35, ADP-Glo luminescence, 60 min. inhibition, % at 10 µM. 330,000 compounds, 0.01% hits. AID 488839;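 active means highest replicate inhibition of at least 50% and at least 75% of replicates reaching 50%; inconclusive means only one of the two criteria met; inactive means both criteria failed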;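 further: plate controls were DMSO neutral control for no effect and GW8510 at 10 µM for full effect; many of its hits are not listed in these tables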
Arrestin-AP2 inh: inhibitors of human beta-arrestin and AP2 interaction | FITC-arrestin peptide / GST-AP2 beads, flow cytometry; AP2 beta2 appendage carries R879A mutation | inhibition, % at 10 µM | 340,000 compounds, 0.31% hits | AID 504490;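 active means inhibition above a set limit, near 3 SD of compounds lacking own fluorescence, cut at about 54% in these data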;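 further: plate controls were DMSO wells for no effect and 5 µM unlabelled arrestin peptide for full effect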
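System: GST-AP2 R879A bound to glutathione beads, E. coli-expressed. Also added: 50 nM FITC-arrestin peptide. Schedule: compound with beads 12 min RT, then probe 1 h RT. Signal: bead flow cytometry, FITC channel. Read-out basis: percent response.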
MITF act: increases MITF-driven TRPM1 promoter luciferase signal | SK-MEL-5 TRPM1-promoter luciferase, 24 h; % of positive control, neutral wells = 0 | 300,000 compounds, 0.75% hits | activation, % at 12.5 µM;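 active means mean activation of at least 80% with every replicate also reaching 80%; inconclusive means mean reaches 80% but some replicate falls short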;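 further: 0% = neutral control wells and 100% = parthenolide positive control wells; values of inactives mirror those of a sister screen read the other way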
SR-BI uptake up: SR-BI HDL lipid transfer activation; activation, % at 12.5 µM; 320,000 compounds, 0.096% hits; CHO ldlA[mSR-BI] cells, DiI-HDL uptake fluorescence, 3 h; 100 = double the neutral-control signal;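 active means mean replicate activation of at least 60% and every replicate at or above 60%; inconclusive means mean or all-replicate condition met, but not both; inactive means mean below 60% and not all replicates reaching 60%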;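 further: 0% = median plate neutral-control signal and 100% = twice that signal; values of inactives mirror those of a sister screen read the other way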
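material = CHO ldlA[mSR-BI] cells | medium = Ham's F12 with 0.5% BSA, HEPES 25 mM, pH 7.4 | reagent = fluorescent DiI-HDL, 10 µg/mL final | compound dosing = single-point compound dose | incubation = 3 h, 37 °C | measured by = bottom-read fluorescence, 550/595 nm | measure = HDL uptake via cellular fluorescence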
Pemphigus Ab inh: human desmoglein-3 autoantibody binding inhibition; P32926; DSG3-coupled beads, scFv-anti-DSG3-GFP binding, flow cytometry; stronger effect = lower value; binding (percent of control), % at 10 µM; 310,000 compounds, 0.48% hits; AID 588358;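 active means binding more than 3 SD below its plate's average and above zero; inconclusive means below that plate limit but binding exactly zero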;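 further: hits lower antibody fragment binding to DSG3; some compounds called inactive have numbers as strong as hits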
SR-BI HDL uptake: blocks mouse SR-BI lipid uptake from DiI-HDL | ldlA[mSR-BI] CHO cells, DiI-HDL uptake fluorescence, 3 h | AID 488896 | 320,000 compounds, 0.96% hits | inhibition, % at 12.5 µM | Q61009;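 active means mean replicate inhibition of at least 70% and a set share of replicates each scoring 70 or more; inconclusive means meets just one of the two criteria; inactive means fails both criteria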;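 further: 0% = median of neutral control wells and 100% = median of positive control wells; values of inactives mirror those of a sister screen read the other way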
Mot1-301 SUMO: SUMOylation pathway inhibition by Mot1-301 growth rescue | 320,000 compounds, 1% hits | S. cerevisiae Mot1-301 growth rescue, ATP luminescence, 38.5C; percent above DMSO median, 100 means doubled | growth rescue, % at 18.8 µM;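 active means every valid replicate shows activation above 250% relative to neutral control wells; inactive means the rest, any valid replicate at or below 250%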;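 further: OY570 slx delta 5 strain wells were the positive control but not used for scaling; some compounds called inactive have numbers as strong as hits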
dFosB activator: enhances mouse delta FosB homodimer DNA binding; 340,000 compounds, 0.99% hits; P13346; AID 493131; activation, % at 25 µM; purified delta FosB, TAMRA-CDK5 oligo fluorescence polarization; percent of positive-control signal above neutral wells;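 active means mean activation above about 17%, with every replicate also reaching it, limit read from the data, passing the limit was not always enough; inconclusive means only one of the two conditions met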;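 further: fluorescence polarization rise as delta FosB binds a TAMRA Cdk5 AP-1 oligo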
Target sequence (P13346 whole entry, looked up): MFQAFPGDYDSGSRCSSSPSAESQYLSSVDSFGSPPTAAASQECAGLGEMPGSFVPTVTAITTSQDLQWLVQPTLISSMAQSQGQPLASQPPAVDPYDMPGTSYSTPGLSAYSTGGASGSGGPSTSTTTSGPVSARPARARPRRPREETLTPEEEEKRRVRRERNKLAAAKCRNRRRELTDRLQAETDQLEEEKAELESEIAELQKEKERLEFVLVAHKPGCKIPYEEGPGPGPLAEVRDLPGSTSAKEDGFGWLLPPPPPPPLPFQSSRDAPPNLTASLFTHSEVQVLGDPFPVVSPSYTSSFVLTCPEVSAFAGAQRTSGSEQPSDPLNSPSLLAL
* hit, by the source's call; ? = inconclusive; . = no result given.

SMILES	NSD2 inh	PKA-R1A act	PKA-R2B act	CDK5 inh	Arrestin-AP2 inh	MITF act	SR-BI uptake up	Pemphigus Ab inh	SR-BI HDL uptake	Mot1-301 SUMO	dFosB activator
COc1ccc(-c2cc(=O)oc3cc(OCC(=O)NCC(O)c4ccccc4)ccc23)cc1 (configuration not stated)	.	6	-17	-5.4	5	4	-6	.	6	13	-6
Cc1ccc(N2C(=O)Nc3ccc(Br)cc3C2(O)C(=O)NCCN(C)C)cc1C (configuration not stated)	2	-14	6	0.8	15	0	16	100	-16	3	4
C=CCN1c2ccccc2C(=O)CS1(=O)=O	.	-4	0	-0.4	9	-9	22	108	-22	9	11
CCC(=O)c1ccc(OCCSc2ncccn2)cc1	-5	-2	-16	0.2	2	67	-15	89	15	-4	-6
O=C(CCc1ccccc1)NNC(=O)c1ccncc1	-1	0	-4	-0.4	26	8	-12	96	12	-12	1
Cc1cc(NC(=O)c2c(F)cccc2Cl)no1	0	-9	-1	-1.3	2	11	-3	155	3	3	-7
O=C(CC12CC3CC(CC(C3)C1)C2)NC(=S)NCc1ccco1	3	8	1	-1.0	20	5	5	103	-5	18	-8
Cn1ncc2c(NNC(=O)Cc3cccc4ccccc34)ncnc21	-5	-21	-5	1.1	7	5	-2	97	2	4	3
CCCCCCc1cc2cc(S(=O)(=O)c3ccc(Cl)cc3)c(=O)oc2cc1O	.	-11	-14	0.9	4	-2	8	104	-8	-21	6
CC(OC(=O)c1cc(Br)ccc1O)C(=O)NCc1ccc2c(c1)OCO2 (configuration not stated)	-1	4	3	0.6	20	-2	31	108	-31	-2	-17
CCN1CCc2c(OCC(=O)N3N=C(c4cccs4)CC3c3ccc(F)cc3)cccc2C1=O (configuration not stated)	-1	-4	-14	-2.6	2	7	-33	97	33	-10	-7
Cc1ccc(C)c(NC(=S)c2ccccn2)c1	28	5	-12	-1.1	-7	13	7	96	-7	7	2

3 compounds out of the list above, ordered by the number in PKA-R1A act, largest number first:
SMILES	NSD2 inh	PKA-R1A act	PKA-R2B act	CDK5 inh	Arrestin-AP2 inh	MITF act	SR-BI uptake up	Pemphigus Ab inh	SR-BI HDL uptake	Mot1-301 SUMO	dFosB activator
CC(OC(=O)c1cc(Br)ccc1O)C(=O)NCc1ccc2c(c1)OCO2 (configuration not stated)	-1	4	3	0.6	20	-2	31	108	-31	-2	-17
O=C(CCc1ccccc1)NNC(=O)c1ccncc1	-1	0	-4	-0.4	26	8	-12	96	12	-12	1
Cn1ncc2c(NNC(=O)Cc3cccc4ccccc34)ncnc21	-5	-21	-5	1.1	7	5	-2	97	2	4	3

Carrying on.
SMILES	NSD2 inh	PKA-R1A act	PKA-R2B act	CDK5 inh	Arrestin-AP2 inh	MITF act	SR-BI uptake up	Pemphigus Ab inh	SR-BI HDL uptake	Mot1-301 SUMO	dFosB activator
Cc1ccc(C(=O)NCCc2cccs2)cc1	-4	-8	0	0.4	11	-45	50	96	-50	-25	8
COc1ccc(OC)c(/C(C)=N\NC(=O)c2cc3cc(Cl)ccc3n2C)c1	7	6	-5	0.1	-5	.	-6	117	6	-12	-1
COC(=O)CN1C(=O)[C@H]2[C@@H](C3CC3)N3C(=O)CN(Cc4ccc(-c5ccccc5)cc4)C(=O)[C@@]3(Cc3ccccc3)[C@H]2C1=O	.	11	8	2.8	7	7	21	107	-21	-2	-9
COc1ccc(C2CC(=O)C=C(NCC3CCCO3)C2)cc1 (configuration not stated)	-1	2	-8	0.4	1	1	12	82	-12	16	-7
CN(CC(=O)Nc1c(Cl)cccc1Cl)C(=O)c1ccccc1-c1nc2ccccc2s1	1	0	-17	-0.4	12	-8	1	121	-1	1	-4
C1=CC2CC1CC2CNCc1ccco1 (configuration not stated)	-1	4	10	0.5	2	.	2	105	-2	6	7
CSCC[C@H](NC(=O)N1CCn2c1nc1ccccc12)C(=O)NCc1ccc(F)cc1	1	-3	-6	0.6	-3	-6	-2	.	2	2	-9
CCOC(=O)C1CCCN(C(=O)c2ccccc2NC(C)=O)C1 (configuration not stated)	-1	-5	-2	1.3	8	.	12	102	-12	14	-2
Cn1c(N)c(N=Nc2ccc(S(N)(=O)=O)cc2)c(=O)n(C)c1=O	-1	-9	4	-0.1	-4	3	-9	92	9	0	2
O=C(O)CSCc1ccc(C(=O)O)o1	2	5	-11	-2.9	2	.	-13	105	13	8	5
O=C(O)c1ccc(N/N=C/c2cc3cc4c(cc3nc2Cl)OCCO4)cc1	.	-11	-9	2.8	17	14	.	104	.	3	-23
CCN(C[C@H]1N[C@@](C)(C(=O)OC)[C@H]2C(=O)N(Cc3ccccc3)C(=O)[C@@H]12)C(=O)c1ccccc1	.	-4	4	1.0	57*	16	15	105	-15	.	-3

Some of these compounds in order of length of the SMILES, falling:
SMILES	NSD2 inh	PKA-R1A act	PKA-R2B act	CDK5 inh	Arrestin-AP2 inh	MITF act	SR-BI uptake up	Pemphigus Ab inh	SR-BI HDL uptake	Mot1-301 SUMO	dFosB activator
COC(=O)CN1C(=O)[C@H]2[C@@H](C3CC3)N3C(=O)CN(Cc4ccc(-c5ccccc5)cc4)C(=O)[C@@]3(Cc3ccccc3)[C@H]2C1=O	.	11	8	2.8	7	7	21	107	-21	-2	-9
CN(CC(=O)Nc1c(Cl)cccc1Cl)C(=O)c1ccccc1-c1nc2ccccc2s1	1	0	-17	-0.4	12	-8	1	121	-1	1	-4
O=C(CC12CC3CC(CC(C3)C1)C2)NC(=S)NCc1ccco1	3	8	1	-1.0	20	5	5	103	-5	18	-8
CCC(=O)c1ccc(OCCSc2ncccn2)cc1	-5	-2	-16	0.2	2	67	-15	89	15	-4	-6
Cc1ccc(C(=O)NCCc2cccs2)cc1	-4	-8	0	0.4	11	-45	50	96	-50	-25	8
O=C(O)CSCc1ccc(C(=O)O)o1	2	5	-11	-2.9	2	.	-13	105	13	8	5

More results:
SMILES	NSD2 inh	PKA-R1A act	PKA-R2B act	CDK5 inh	Arrestin-AP2 inh	MITF act	SR-BI uptake up	Pemphigus Ab inh	SR-BI HDL uptake	Mot1-301 SUMO	dFosB activator
N#Cc1ccc(NC(=O)CCc2nc3ccccc3s2)cc1	-2	1	-3	-0.4	5	1	-13	103	13	-18	-7
CC(=O)Nc1ccc(Sc2ncnc3scc(-c4ccccc4)c23)cc1	4	8	-11	2.3	3	-1	-19	98	19	6	-20
COc1cccc(C2C(C#N)=C(N)SC(c3ccccc3)C2[N+](=O)[O-])c1 (configuration not stated)	2	-5	1	0.3	7	-6	24	106	-24	-8	-5
Cc1nc(/N=C\c2ccc(N(C)C)cc2)sc1C	.	10	-2	2.0	28	-10	46	103	-46	-12	-1
Cc1ccc(S(=O)(=O)N2CCN(C(=O)c3ccc(Cl)nc3)CC2)cc1	3	-15	-10	0.3	-11	-7	9	100	-9	-7	4
COC(=O)c1cc(S(=O)(=O)N2CCN(c3ccc(F)cc3)CC2)c[nH]1	29	-8	-4	.	-1	2	-1	104	1	3	4
CCc1ccc(N2CC(C)Cn3c2nc2c3c(=O)[nH]c(=O)n2C)cc1 (configuration not stated)	-1	-2	7	1.1	8	12	-10	96	10	-12	-4
CCOc1ccc(/C=N/Nc2nc(N3CCCC3)nc(N3CCCC3)n2)cc1OC	1	-7	1	-1.4	23	-4	-55	95	55	-15	-7
O=c1[nH]c(-c2ccccc2O)nc2c1CCCC2	.	-3	-9	-1.8	13	-2	0	97	0	2	3
Cc1cc(C)cc(OCC(=O)NNC(=O)CCC(=O)NCc2ccccc2)c1	0	1	10	-2.3	21	-4	-19	107	19	54	2
Cc1ccc(NS(=O)(=O)c2ccc3[nH]c(=O)[nH]c3c2)c(C)c1	-2	-1	6	-0.4	19	1	-5	70	5	4	-10
CCn1c(C)[n+](CCOCC[n+]2c(C)n(CC)c3cc(Cl)c(Cl)cc32)c2cc(Cl)c(Cl)cc21	.	-21	-6	0.3	-58	0	23	100	-23	10	-8
O=C(OCc1nc2ccccc2s1)c1cccc(N2C(=O)CCC2=O)c1	-7	4	4	-3.9	3	-3	-5	107	5	-4	-4
CCSc1nc2ccccc2c(=O)n1-c1c(C)n(C)n(-c2ccccc2)c1=O	-3	-10	-4	3.1	5	3	14	96	-14	10	-5
COC(=O)CSc1nc(-c2ccc(F)cc2)cc(C(F)(F)F)n1	-5	0	-1	-1.4	2	3	-23	101	23	-3	5
CCN1CCN(C(=O)CCc2nnc(CCCCc3ccccc3)o2)[C@@H](C)C1=O	4	6	5	2.4	10	-4	15	105	-15	-11	-1
Cc1ccc(-c2nnc(SCC(=O)N3CCCC3)o2)cc1C	.	-11	2	1.8	7	?	19	.	-19	18	-1
CN(C)CCNC(=O)c1cccc2[nH]c(-c3ccncc3)nc12	.	-1	-9	0.5	4	.	29	90	-29	.	38*
COC(=O)C1(Cc2cc(-c3ccc([N+](=O)[O-])cc3)no2)CCN(C(=O)OC(C)(C)C)CC1	.	8	-8	0.9	-17	0	-7	103	7	-14	-2
COc1cc(NC(=S)Nc2ccc(S(=O)(=O)N3CCOCC3)cc2)cc(OC)c1OC	3	-5	-6	-1.0	33	-1	5	80	-5	8	-5
CC(=O)Nc1ccc(SCC(=O)Nc2ccc(Cl)cn2)cc1	-1	-5	11	0.7	-7	6	8	82	-8	-2	-2

No enrichment for hits; any-hit rate near 4.7%.
